Screening data (PubChem BioAssay)
CIT2 TOR yeast – modulators of CIT2-GFP expression in yeast, primary screen, S. cerevisiae, GFP fusion, multiplex flow cytometry, MLPCN library; AID 2029, 2009; GFP response vs DMSO, % at 10 µM; 320,000 compounds, 0.065% hits; S. cerevisiae CIT2-GFP strain, 3 h; 100 means same as DMSO wells;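 active = GFP response relative to DMSO above a set limit, near the screen mean plus 3 SD, cut at about 150% in these data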;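 note: ratio of well median GFP fluorescence to mean of DMSO wells on the plate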
Yeast superoxide – reduction of superoxide in aged yeast, primary screen, HTS. S. cerevisiae aged cells, superoxide DHE fluorescence; active compounds read low. superoxide response (% of plate mean), % at 10 µM. 330,000 compounds, 0.18% hits. AID 2690, 2010;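 active = superoxide response under a set limit, about three screen SD below normal, cut at about 65% in these data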;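 note: yeast aged for seven days with compound at 30 °C before DHE staining; 100% = average MFI of all compound-treated wells on the plate with controls excluded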
RPL19A TOR yeast – RPL19A-GFP expression modulators in yeast, primary screen, cell-based, S. cerevisiae, multiplex flow cytometry, MLPCN; S. cerevisiae RPL19A-GFP strain, 3 h; active compounds read low; percent response vs DMSO, % at 10 µM; 330,000 compounds, 0.3% hits; AID 2025, 2009;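 active = percent response vs DMSO below 50%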;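 note: median channel GFP fluorescence of the barcoded RPL19A-GFP strain; ratio of sample median GFP to plate DMSO average so 100% = DMSO; lower means less RPL19A-GFP as with rapamycin TOR inhibition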
MEP2 TOR yeast – modulators of MEP2-GFP levels in yeast, primary screen, S. cerevisiae, multiplex flow cytometry, MLPCN library; S. cerevisiae MEP2-GFP strain, 3 h; 100% = DMSO control level; GFP response vs DMSO, % at 10 µM; 330,000 compounds, 0.51% hits; AID 2016, 2009;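 active = GFP response versus DMSO above a set limit, roughly screen mean plus 3 SD, cut at about 180% in these data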;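 note: median GFP fluorescence of the barcode-gated MEP2-GFP cells per well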
AHR act – AHR activators, primary screen, cell-based, luminescence, luciferase reporter, human. Aryl hydrocarbon receptor (Homo sapiens), P35869. AHR-responsive luciferase reporter cells. activation, % at 5 µM. 320,000 compounds, 2.5% hits; in the data active = activation above about 47%;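 note: 0% = vehicle wells and 100% = reference agonist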
Target sequence (P35869 whole entry, looked up): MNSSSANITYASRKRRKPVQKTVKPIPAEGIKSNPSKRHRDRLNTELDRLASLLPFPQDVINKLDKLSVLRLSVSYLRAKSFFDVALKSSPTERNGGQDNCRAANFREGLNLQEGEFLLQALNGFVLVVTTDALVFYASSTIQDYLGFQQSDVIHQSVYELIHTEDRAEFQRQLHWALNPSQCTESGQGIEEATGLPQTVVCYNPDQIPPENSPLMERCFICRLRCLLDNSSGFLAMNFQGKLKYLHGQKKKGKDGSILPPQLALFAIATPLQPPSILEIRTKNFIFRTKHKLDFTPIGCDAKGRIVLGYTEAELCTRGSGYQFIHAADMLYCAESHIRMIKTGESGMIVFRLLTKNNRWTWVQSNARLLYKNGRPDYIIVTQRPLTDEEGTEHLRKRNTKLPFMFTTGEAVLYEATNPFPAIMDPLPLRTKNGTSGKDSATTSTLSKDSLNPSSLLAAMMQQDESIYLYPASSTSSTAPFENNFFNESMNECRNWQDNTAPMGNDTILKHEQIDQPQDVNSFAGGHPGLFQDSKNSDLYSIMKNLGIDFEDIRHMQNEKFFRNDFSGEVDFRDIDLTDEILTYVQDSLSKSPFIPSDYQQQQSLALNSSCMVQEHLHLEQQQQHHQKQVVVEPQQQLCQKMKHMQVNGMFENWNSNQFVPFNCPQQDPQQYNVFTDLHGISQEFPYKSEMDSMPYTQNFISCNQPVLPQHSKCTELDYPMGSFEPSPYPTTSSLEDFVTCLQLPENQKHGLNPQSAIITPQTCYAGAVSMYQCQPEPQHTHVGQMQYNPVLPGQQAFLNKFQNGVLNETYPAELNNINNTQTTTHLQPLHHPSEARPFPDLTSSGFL
Efflux pump inh – inhibitors of Candida efflux pumps in yeast, primary screen, S. cerevisiae, Nile Red, multiplex; AID 485275, 2010; inhibition, % at 10 µM; S. cerevisiae Candida pump triplex; 330,000 compounds, 0.44% hits;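 active = plate passing quality check with inhibition over a set limit, or well fluorescence over plate mean plus 4 SD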;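 note: Nile Red retained in pooled yeast measured as flow cytometry median fluorescence; 0% = buffer negative control and 100% = Enniatin B positive control; higher means more Nile Red kept so more efflux inhibition; some compounds called inactive have numbers as strong as hits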
LAP4-GFP MLPCN – modulators of LAP4-GFP expression in yeast, primary screen, S. cerevisiae, multiplex flow cytometry, MLPCN library; 3 h; median GFP as percent of DMSO wells; GFP response vs DMSO, % at 10 µM; 320,000 compounds, 0.34% hits;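 active = GFP response vs DMSO above a set limit, about the screen mean plus 3 SD, cut at about 150% in these data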
AGP1 TOR yeast – modulators of AGP1-GFP expression in yeast TOR pathway, primary screen, cell-based, multiplex flow cytometry, S. cerevisiae, MLPCN library | GFP response vs DMSO, % at 10 µM | 320,000 compounds, 0.02% hits | 3 h; GFP as percent of DMSO wells | AID 2066, 2009;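 active = GFP response relative to DMSO above a set limit, near screen average plus 3 SD, cut at about 150% in these data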;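 note: median GFP channel fluorescence of the gated AGP1 strain per well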
Starred values were filed as active, the others as inactive; / = not tested or not shown.

SMILES	CIT2 TOR yeast	Yeast superoxide	RPL19A TOR yeast	MEP2 TOR yeast	AHR act	Efflux pump inh	LAP4-GFP MLPCN	AGP1 TOR yeast
O=C(CN1CCN(C(c2ccccc2)c2ccccc2)CC1)Nc1ccc(N2CCOCC2)cc1	102	102	95	93	1	-0.2	96	101
Cc1cccc(NC(=O)C(C)SCc2ccccc2)c1 (stereo not drawn)	92	109	97	116	2	-0.1	90	87
COc1ccccc1C(=O)Oc1ccc(C(C)(C)C)cc1	79	108	94	89	-1	0.3	101	92
CCOc1ccc(N2CC(C(=O)NCCc3ccccc3)CC2=O)cc1 (stereo not drawn)	93	91	98	93	-1	2.5	89	92
Cc1noc(NS(=O)(=O)c2ccc(NC(=O)C(F)(F)F)cc2)c1C	99	97	103	104	14	0.3	87	93
O=C(CNCCO)NC12CC3CC(CC(C3)C1)C2	98	156	97	105	1	0.0	104	105
Cc1ccc(C)c2[nH]c(=O)c(CN(Cc3cccnc3)C(=S)NCc3ccco3)cc12	92	104	97	109	9	0.0	108	96
CN1CCN(CCCNC(=O)c2cc3c(=O)n(C)c4ccccc4c3s2)CC1	117	101	99	94	25	0.0	99	102
Cn1cc(CCNCc2cn[nH]c2-c2ccc(-c3ccccc3)cc2)cn1	95	106	92	92	4	-0.2	102	98
CCC(=O)N1c2ccc(S(=O)(=O)NCCc3ccccc3)cc2CC1C (stereo not drawn)	105	92	105	104	-1	-0.1	115	118
CC(Oc1ccc(Cl)cc1Cl)C(=O)OCn1nnc2ccccc2c1=O (stereo not drawn)	76	93	96	109	0	-0.1	95	94
C=CCn1c(COc2ccc(F)cc2)nnc1SCC(=O)NC1CCS(=O)(=O)C1 (stereo not drawn)	110	94	96	98	2	0.0	110	109
COc1cc2c(cc1OC)C(c1cccs1)N(C(=O)c1cccnc1)CC2 (stereo not drawn)	/	104	93	112	5	0.0	88	99
COc1ccc(OC)c(NC(=O)NC2CCCc3ccccc32)c1 (stereo not drawn)	92	106	101	88	23	-0.5	86	90
CC1CCCCC1NC(=O)c1ccc(-n2cncn2)c([N+](=O)[O-])c1 (stereo not drawn)	109	127	110	114	26	-0.1	108	114
FC(F)(F)c1cc(C(F)(F)F)c2ccc(N3CCOCC3)nc2n1	105	102	103	102	5	-0.2	92	99
CCCCN(C)C1CCN(C(=S)Nc2ccc(OC)cc2)CC1	99	100	97	93	-2	-0.1	104	108
Cc1cccc(NC(=O)CSc2nc3nc4c(cc3c(=O)n2-c2ccccc2)CCCC4)c1	106	103	107	94	10	-0.1	85	100
C=CCN(CC=C)C(=S)NCCc1ccc(OC)c(OC)c1	101	103	103	107	-1	0.0	96	99
O=C1C=C(c2ccc(CO)cc2)C[C@@H](c2ccc3c(c2)OCO3)C1	90	123	100	110	10	0.2	109	97
CC1CCCC(C)N1C(=O)COC(=O)CNC(=O)C12CC3CC(CC(C3)C1)C2 (stereo not drawn)	98	109	95	98	0	0.0	97	100
CC(=O)c1ccc(-c2nnc(CCC(=O)N(C)Cc3cccc4cnccc34)o2)s1	96	94	100	104	6	0.0	103	103
Cc1nc(SCC(=O)Nc2c(C)n(C)n(-c3ccccc3)c2=O)[nH]c(=O)c1Cc1ccccc1	103	92	94	105	1	0.0	95	104
COC(=O)c1ccc(OCc2nc(N)nc(N3CCOCC3)n2)cc1	104	98	105	113	0	0.0	112	104
O=C1CC(c2cc(F)ccc2F)c2cc3c(cc2N1)CCC3 (stereo not drawn)	106	164	103	127	18	0.0	109	117
O=C(NNC(=O)c1ccc(F)c(S(=O)(=O)N2CCOCC2)c1)c1ccc(Br)cc1	98	86	99	104	0	-0.2	100	101
CC(Oc1ccc(Br)cc1)C(=O)NNC(=O)CCN1CCN(c2ccccc2)CC1 (stereo not drawn)	101	105	99	93	-2	-0.1	103	105
Cc1ccccc1-c1nnc(SCCC(=O)N2CCOCC2)o1	105	95	106	102	-3	0.0	102	100
O=S(=O)(N/N=C\C=C\c1ccccc1)c1ccccc1	104	88	99	102	-1	-0.1	99	110
Cc1ccc(-c2c(C)c(-c3ccc(F)cc3)nc(N)c2C#N)o1	91	113	99	100	-10	0.1	101	97
CCOC(=O)C(=O)NC12CC3CC(CC(C3)C1)C2	97	98	98	96	-1	0.0	96	99
COc1ccc(OC)c(C(=O)CSc2nc3ccccc3n2CC(=O)NC(C)(C)C)c1	103	93	95	95	9	0.0	92	99
C/C(=N\Nc1ccc(C(=O)O)cc1)c1ccc2c(c1)Nc1ccccc1S2	90	90	96	101	68*	-0.1	95	97
CCc1ccc(NC(=O)COC(=O)/C=C/c2ccco2)cc1	94	101	100	109	2	0.8	100	96
Cc1ccc(NC(=S)NCc2cccs2)cc1	94	107	101	102	8	-0.1	98	97
CC1CCN(C(=S)c2ccc(-c3ccc(Cl)cc3Cl)o2)CC1	101	103	102	102	4	-0.3	97	97
CCn1cc([N+](=O)[O-])c(C(=O)N2CCOCC2)n1	107	95	107	114	3	0.1	103	104
O=C(C[C@@H]1C/C=C\CCC(=O)OC[C@@H]2CCCN2C1=O)NCCO	89	125	94	92	2	0.1	98	95
COc1ccc(C2C3=C(CCCC3=O)N(CC(=O)O)C3=C2C(=O)CCC3)cc1	98	117	103	103	-2	0.0	93	101
COc1ccc([C@H]2Oc3cc(O)cc(O)c3C(=O)C2[C@@H]2C(=O)c3c(O)cc(O)cc3O[C@@H]2c2ccc(OC)cc2)cc1 (stereo partly drawn)	111	101	104	102	0	-0.2	137	96
Oc1ccc(Cl)cc1Cc1cc(Cl)ccc1O	86	100	97	102	2	-0.1	103	92
COc1cc(NC(=O)COc2ccccc2C)ccc1NC(=O)c1ccco1	112	105	111	106	24	-0.1	83	102
CCOc1ccc2cc(S(=O)(=O)N3CCN(C)CC3)ccc2c1	86	107	92	92	6	0.1	96	93
CN1CCN(Cc2nc3c(c(=O)n(C)c(=O)n3C)n2CCCc2ccccc2)CC1	89	115	93	94	-1	0.0	/	96
Oc1ccc(-c2cn3c(n2)SCC3)cc1	105	93	104	106	65*	-0.2	101	113

With a hit mark in AHR act (from the list above):
SMILES | CIT2 TOR yeast | RPL19A TOR yeast | MEP2 TOR yeast | AHR act | Efflux pump inh | LAP4-GFP MLPCN | AGP1 TOR yeast
C/C(=N\Nc1ccc(C(=O)O)cc1)c1ccc2c(c1)Nc1ccccc1S2 | 90 | 96 | 101 | 68* | -0.1 | 95 | 97
Oc1ccc(-c2cn3c(n2)SCC3)cc1 | 105 | 104 | 106 | 65* | -0.2 | 101 | 113

Next part
SMILES	CIT2 TOR yeast	Yeast superoxide	RPL19A TOR yeast	MEP2 TOR yeast	AHR act	Efflux pump inh	LAP4-GFP MLPCN	AGP1 TOR yeast
COCCNC(=O)C1c2cc(OC)c(OC)cc2C(=O)N(C)C1c1cccnc1 (stereo not drawn)	100	84	98	100	-1	-0.1	105	100
Cc1ccc(C(=O)NNC(=S)NC(=O)c2ccco2)cc1	78	207	92	120	5	-0.1	237*	107
C=CCn1c(COc2ccccc2)nnc1SCC(=O)N/N=C/c1ccc(C)cc1	87	104	92	99	3	-0.1	96	94
C/C(=N\Nc1ccc([N+](=O)[O-])cc1)c1ccc(C#N)cc1	99	93	103	107	-9	0.1	106	100
Cc1cccc(N2C(=N)SCC2=O)c1C	97	89	102	108	2	-0.1	95	98
CCOC(=O)c1c(C)oc2cc(Br)c(O)c(Br)c12	89	104	99	97	5	-0.3	106	92
O=C(NNC(=O)C1CC(c2cccs2)=NO1)Nc1ccccc1 (stereo not drawn)	133	97	96	103	-1	0.0	101	108
COc1ccccc1NC(=O)Cn1c([N+](=O)[O-])cnc1C	102	102	101	100	2	0.1	89	92
Oc1ccc(C[C@@H]2CNC(=S)N2CCCCC2CCCCC2)cc1	83	105	96	97	-3	0.1	122	85
CCC(C(=O)OCC(=O)Nc1ccc2[nH]c(=O)[nH]c2c1)c1ccccc1 (stereo not drawn)	111	97	106	108	1	0.0	113	113
C/C(=N\OC(=O)Nc1ccccc1)c1cnn(-c2cc(C(F)(F)F)cc(C)n2)c1C	101	91	99	100	-3	-0.2	110	111
COc1ccc(-c2nc(-c3ccccc3)c(-c3cc([N+](=O)[O-])ccc3C)[nH]2)cc1OC	116	104	103	110	12	0.0	100	108
Cc1ccc(Nc2ncc(C(=O)NCCCN3CCN(C)CC3)c3ccccc23)cc1Cl	106	83	110	99	-1	0.0	106	106
COc1ccc2c(c1)cc(C(=O)N/N=C/c1c(O)c(C(=O)O)cc3ccccc13)n2C	96	85	103	105	7	0.1	93	94
CC1(C)Cc2ccccc2-c2nnc(-c3ccc(O)cc3)n21	95	91	102	104	2	0.1	94	99

The closing 2 compounds of the section above come first, to join the parts.
SMILES	CIT2 TOR yeast	Yeast superoxide	RPL19A TOR yeast	MEP2 TOR yeast	AHR act	Efflux pump inh	LAP4-GFP MLPCN	AGP1 TOR yeast
COc1ccc2c(c1)cc(C(=O)N/N=C/c1c(O)c(C(=O)O)cc3ccccc13)n2C	96	85	103	105	7	0.1	93	94
CC1(C)Cc2ccccc2-c2nnc(-c3ccc(O)cc3)n21	95	91	102	104	2	0.1	94	99
O=C(CSc1nnc(CNC(=O)c2c(F)cccc2Cl)o1)NCc1ccc2c(c1)OCO2	90	102	94	104	8	0.0	107	/
Clc1ccc(Cn2ncc3c(NCc4ccccc4)ncnc32)c(Cl)c1	103	95	106	101	2	5.5*	95	103
Cc1ccccc1NC(=O)/C=C/c1cccs1	78	101	88	88	21	0.0	105	90
CCOc1ccc(NC(=O)NC2CC(=O)N(c3ccc(OC)cc3)C2)cc1 (stereo not drawn)	96	129	92	88	-1	-0.1	96	98
Cn1cc(CN2CCCC(C(=O)Nc3cccc(-c4cc5ccccc5[nH]4)c3)C2)cn1 (stereo not drawn)	97	103	96	98	6	-0.1	107	96
CC(=O)C1=C(c2ccccc2)NC(=O)NC1c1ccccc1 (stereo not drawn)	101	86	102	106	1	0.3	104	102
CC(C)NC(=O)C(=O)NCCC1CCCCN1S(=O)(=O)c1cccs1 (stereo not drawn)	98	104	96	101	-3	0.0	103	106
Cc1ccc(NC(=O)N2CCc3ccccc3C2)cc1C	82	100	116	103	/	0.0	83	81
CC(/C=N/NC(=O)c1nnn(-c2nonc2N)c1C)=C\c1ccccc1	103	91	107	112	-5	0.0	91	102
O=C1C2C3C=CC(c4ccccc4)(C2C(=O)N1c1cccc(Cl)c1)C1C(=O)N(c2cccc(Cl)c2)C(=O)C31 (stereo not drawn)	97	100	102	104	1	0.0	102	105
O=C(COc1ccccc1-c1ccccc1)NCCN1C(=O)S/C(=C\c2cccnc2)C1=O	99	102	105	100	0	0.2	91	99
CC1Cc2cc(/C=C3/SC(=S)NC3=O)ccc2O1 (stereo not drawn)	99	101	103	103	2	-0.1	117	108
CCCN(S(=O)(=O)c1ccc(OCC)cc1)S(=O)(=O)c1cccs1	97	99	94	94	16	0.1	95	98
CC12C(=O)N(CCC(=O)O)C(=O)C1C1C=CC2C1 (stereo not drawn)	102	101	96	98	-2	-0.1	95	98
COc1ccccc1OCC(=O)Nc1ncc(C)s1	90	81	92	95	2	-0.2	102	97
NC(=O)c1sc(=S)n2c1[nH]c(=O)c1sccc12	93	116	96	100	5	0.2	104	93
COc1ccc(-c2n[nH]c(=S)n2-c2ccc(Br)cc2)cc1OC	97	106	98	100	0	0.0	96	100
O=C(COC(=O)c1ccc2c(c1)OCO2)Nc1nc(-c2ccccc2)cs1	102	101	102	110	1	0.2	105	100

Compounds as they come; overall some 3.9% were active at least once.
